PAD4 inh: blocks human protein arginine deiminase 4; recombinant PAD4, RCA probe fluorescence polarization; AID 485272; 0.41% of 330,000 active; inhibition, % at 6.36 µM; Q9UM07;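 active = percent inhibition above a cutoff equal to the mean of all tested compounds plus 3 SD, cut at about 15% in these data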;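 also: 0% = PAD4 with RCA probe and DMSO and 100% = probe without PAD4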
Target sequence (Q9UM07 whole entry, looked up): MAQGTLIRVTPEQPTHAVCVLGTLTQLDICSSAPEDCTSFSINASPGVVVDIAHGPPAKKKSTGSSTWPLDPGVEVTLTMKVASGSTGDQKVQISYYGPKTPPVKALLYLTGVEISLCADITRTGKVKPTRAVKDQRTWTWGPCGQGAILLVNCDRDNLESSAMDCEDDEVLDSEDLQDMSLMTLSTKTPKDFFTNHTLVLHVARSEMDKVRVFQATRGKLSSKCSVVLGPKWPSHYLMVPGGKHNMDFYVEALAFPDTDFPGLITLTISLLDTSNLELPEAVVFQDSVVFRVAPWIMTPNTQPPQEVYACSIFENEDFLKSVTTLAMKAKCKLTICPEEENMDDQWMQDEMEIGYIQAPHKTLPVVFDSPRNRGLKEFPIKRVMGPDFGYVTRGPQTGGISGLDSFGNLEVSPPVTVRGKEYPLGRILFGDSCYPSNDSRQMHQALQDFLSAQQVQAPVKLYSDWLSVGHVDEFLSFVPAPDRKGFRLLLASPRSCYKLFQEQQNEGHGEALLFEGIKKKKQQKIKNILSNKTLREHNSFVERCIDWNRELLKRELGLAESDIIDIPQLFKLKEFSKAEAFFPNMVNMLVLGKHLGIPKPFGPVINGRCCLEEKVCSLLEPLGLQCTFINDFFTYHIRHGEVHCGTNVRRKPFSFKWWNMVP
pPAFAH inh: inhibitors of human plasma PAF acetylhydrolase (pPAFAH) | Q13093 | recombinant pPAFAH, FP-rhodamine probe fluorescence polarization | inhibition, % at 3.39 µM | 1.5% of 330,000 active | AID 463082;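 active = inhibition above the mean inhibition across the screen plus 3 SD, cut at about 25% in these data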;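 also: inhibitors block binding of the rhodamine activity-based probe so polarization drops; 0% = enzyme with DMSO and 100% = wells lacking pPAFAH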
PAFAH1B3 inh: PAFAH1B3 (human) inhibition; Q15102; recombinant PAFAH1B3, FP-rhodamine probe, fluorescence polarization; inhibition, % at 3.39 µM; 0.28% of 340,000 active; AID 492972;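 active = inhibition above the screen-wide average of all tested compounds plus 3 SD, cut at about 25% in these data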;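 also: 0% = enzyme with DMSO only and 100% = wells lacking PAFAH1B3 protein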
Fam108B counter: blocks mouse Fam108B hydrolase in RBBP9 counter-screen; recombinant Fam108B, FP-Rh probe fluorescence polarization; inhibition, % at 9.51 µM; 0.33% of 300,000 active; AID 1947;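 active = inhibition above the screen mean inhibition plus 3 SD, computed separately per campaign, cut at about 18% in these data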;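 also: inhibitors lower polarization as less probe binds the enzyme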
LYPLA1 counter: blocks human lysophospholipase 1, a PME1 counter-screen; O75608; recombinant LYPLA1, FP-Rh probe fluorescence polarization; inhibition, % at 5.9 µM; 0.16% of 320,000 active;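 active = inhibition above the mean of all tested compounds plus 3 SD, set per campaign, cut at about 14% in these data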;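 also: inhibitors block serine hydrolase probe labeling of LYPLA1 so polarization falls; 0% = enzyme with DMSO and 100% = wells lacking LYPLA1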
GSTO1 inh: counter-screen for RBBP9 inhibitors: inhibitors of human GSTO1; P78417; inhibition, % at 5.96 µM; 1.1% of 300,000 active; recombinant GSTO1, activity-based probe fluorescence polarization;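 active = inhibition above the campaign mean inhibition plus 3 SD, cut at about 35% in these data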;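 also: 0% = GSTO1-1 with DMSO and 100% = wells lacking GSTO1-1 enzyme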
PME-1 primary: PME-1 (human) inhibition; 0.53% of 320,000 active; recombinant PME-1, FP-Rh probe fluorescence polarization; inhibition, % at 5.9 µM;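 active = inhibition above the campaign mean of all compounds plus 3 SD, cut at about 26% in these data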;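 also: competitive labeling of PME-1 active site by serine hydrolase directed probe; 0% = PME-1 with DMSO and 100% = wells lacking PME-1 enzyme; inhibitors block probe labeling so polarization falls and inhibition rises; many of its hits are not listed in these tables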
Target sequence (Q9Y570 whole entry, looked up): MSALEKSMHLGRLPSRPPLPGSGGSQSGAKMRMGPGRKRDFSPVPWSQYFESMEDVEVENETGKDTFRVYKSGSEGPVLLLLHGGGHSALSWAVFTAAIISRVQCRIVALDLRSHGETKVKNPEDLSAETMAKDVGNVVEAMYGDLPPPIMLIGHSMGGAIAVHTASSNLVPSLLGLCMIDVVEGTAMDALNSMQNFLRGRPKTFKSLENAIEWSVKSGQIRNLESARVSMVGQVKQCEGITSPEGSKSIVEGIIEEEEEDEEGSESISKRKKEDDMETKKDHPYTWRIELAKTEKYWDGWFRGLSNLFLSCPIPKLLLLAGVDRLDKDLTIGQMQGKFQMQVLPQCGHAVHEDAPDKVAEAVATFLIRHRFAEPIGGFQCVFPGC
PAFAH1B2 inh: inhibitors of human PAFAH1B2 | P68402 | recombinant PAFAH1B2, FP-rhodamine activity probe, fluorescence polarization | inhibition, % at 3.39 µM | 1.2% of 340,000 active;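 active = inhibition above the mean of all tested compounds plus 3 SD, cut at about 24% in these data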;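 also: 0% = enzyme with DMSO and 100% = wells lacking PAFAH1B2; many of its hits are not listed in these tables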
PAFAH2 FP inh: PAFAH2 (human) inhibition; 0.99% of 340,000 active; inhibition, % at 3.39 µM; recombinant PAFAH2, FP-rhodamine activity probe, fluorescence polarization;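 active = inhibition above the mean over all tested compounds plus 3 SD, cut at about 30% in these data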;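 also: inhibitors block probe labeling of enzyme so polarization drops; 0% = enzyme with DMSO and 100% = wells lacking PAFAH2 protein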
* = called active by the depositor; · = not tested or not shown. A portion of the library; count on the stated rates, not on these rows.

Value order – PAD4 inh	pPAFAH inh	PAFAH1B3 inh	Fam108B counter	LYPLA1 counter	GSTO1 inh	PME-1 primary	PAFAH1B2 inh	PAFAH2 FP inh
- COc1ccc(N2CCN(C(=O)c3cc4c(s3)CCCCC4)CC2)cc1
 : -7	10	-3	·	1	·	2	3	4
- O=C(CNC(=O)c1ccco1)Nc1ccc(N2CCCCCC2)cc1
 : 4	9	3	·	-1	·	-2	3	-4
- COc1ccc(NS(=O)(=O)c2ccc(F)cc2F)cn1
 : 1	1	2	0	1	0	4	8	2
- COc1cccc(CN2CC(C(=O)NC3CCC3)CCC2=O)c1 (stereo not drawn)
 : -2	3	9	-1	-1	0	8	6	-6
- COCCNC(=O)CN(Cc1ccc(OC)cc1)C(=O)CCC(=O)Nc1nccs1
 : -1	-9	10	2	-5	13	-4	3	-7
- COc1ccc(CN2[C@@H](CC(=O)O)c3cc(C(F)(F)F)ccc3S2(=O)=O)cc1
 : 0	4	0	-7	2	10	-2	5	3
- COc1cc(SC)ccc1C(=O)Nc1ccc2c(c1)CCN2S(C)(=O)=O
 : -2	5	5	2	0	3	6	-6	7
- O=C(c1ccc(CNS(=O)(=O)c2cccc(Cl)c2)cc1)N1CCCCC1
 : -7	3	8	-3	-2	0	3	-1	-8
- CC1CCCCN1Cc1c(O)ccc2c(=O)c(-c3ccccc3)coc12 (stereo not drawn)
 : -1	3	3	3	-2	-6	5	2	-8
- O=C(CNC(=O)c1ccccc1F)OCCOc1cccc(Cl)c1
 : 1	1	6	-1	-2	2	3	0	7
- C=C1CCC2C(C)(C)[C@@H](O)CC[C@@]2(C)[C@@H]1COc1ccc2ccc(=O)oc2c1 (stereo partly drawn)
 : 1	-7	6	1	-10	-9	0	15	-6
- CCc1cccc(NC(=O)Cn2c(=O)oc3cc(S(=O)(=O)N4CCOCC4)ccc32)c1
 : 1	6	-6	2	2	0	0	3	3
- CC(C)CCn1c(Oc2ccccc2Cl)nc2c1c(=O)n(C)c(=O)n2C
 : -6	9	16	1	-3	-5	-4	0	2
- CCOC(=O)N1CCN(S(=O)(=O)N2CCCC(C(=O)NCc3ccccc3OC)C2)CC1 (stereo not drawn)
 : -1	3	-4	-4	-3	-3	9	2	6
- O=C(c1ccc(F)cc1)c1ccc(N2CCCC2)cc1
 : -1	12	-6	-1	8	5	2	-3	-1

Record cards, from the list above. Values in the order: PAD4 inh | pPAFAH inh | PAFAH1B3 inh | Fam108B counter | LYPLA1 counter | GSTO1 inh | PME-1 primary | PAFAH1B2 inh | PAFAH2 FP inh
`COCCNC(=O)CN(Cc1ccc(OC)cc1)C(=O)CCC(=O)Nc1nccs1` in the list: -1 | -9 | 10 | 2 | -5 | 13 | -4 | 3 | -7
`O=C(c1ccc(F)cc1)c1ccc(N2CCCC2)cc1` in the list: -1 | 12 | -6 | -1 | 8 | 5 | 2 | -3 | -1

Sorted by length of the SMILES (falling): three of the compounds above
Value order – PAD4 inh	pPAFAH inh	PAFAH1B3 inh	Fam108B counter	LYPLA1 counter	GSTO1 inh	PME-1 primary	PAFAH1B2 inh	PAFAH2 FP inh
- CC(C)CCn1c(Oc2ccccc2Cl)nc2c1c(=O)n(C)c(=O)n2C
 : -6	9	16	1	-3	-5	-4	0	2
- COc1ccc(N2CCN(C(=O)c3cc4c(s3)CCCCC4)CC2)cc1
 : -7	10	-3	·	1	·	2	3	4
- COc1ccc(NS(=O)(=O)c2ccc(F)cc2F)cn1
 : 1	1	2	0	1	0	4	8	2

The main list resumes, repeating the 5 entries before the break.
Value order – PAD4 inh	pPAFAH inh	PAFAH1B3 inh	Fam108B counter	LYPLA1 counter	GSTO1 inh	PME-1 primary	PAFAH1B2 inh	PAFAH2 FP inh
- C=C1CCC2C(C)(C)[C@@H](O)CC[C@@]2(C)[C@@H]1COc1ccc2ccc(=O)oc2c1 (stereo partly drawn)
 : 1	-7	6	1	-10	-9	0	15	-6
- CCc1cccc(NC(=O)Cn2c(=O)oc3cc(S(=O)(=O)N4CCOCC4)ccc32)c1
 : 1	6	-6	2	2	0	0	3	3
- CC(C)CCn1c(Oc2ccccc2Cl)nc2c1c(=O)n(C)c(=O)n2C
 : -6	9	16	1	-3	-5	-4	0	2
- CCOC(=O)N1CCN(S(=O)(=O)N2CCCC(C(=O)NCc3ccccc3OC)C2)CC1 (stereo not drawn)
 : -1	3	-4	-4	-3	-3	9	2	6
- O=C(c1ccc(F)cc1)c1ccc(N2CCCC2)cc1
 : -1	12	-6	-1	8	5	2	-3	-1
- Cc1oc(-c2ccc(Cl)cc2)nc1CS(=O)CC(=O)NCCCN1CC(C)CC(C)C1 (stereo not drawn)
 : -1	4	1	-2	-5	1	5	5	-2
- CCOC(=O)c1cnc2ccc(C)cc2c1OCc1cc(F)cc(F)c1
 : -3	4	11	-1	-6	3	5	3	-5
- C#CCOCCOCCOCCNc1nc(N2CCN(C(=O)C([C@@H](C)CC)n3cc(C(N)COC(=O)C(F)(F)F)nn3)CC2)nc(N2CCN(C(=O)[C@H](CCC(=O)O)n3cc(C(N)CC(C)C)nn3)CC2)n1 (stereo partly drawn)
 : 0	7	·	-1	0	2	-1	·	·
- CCCN1CCN(S(=O)(=O)c2ccc(-n3cnnn3)cc2)CC1
 : -3	2	-1	1	-1	-4	-3	2	-6
- CCOC(=O)CN1NC2(CCCCCCC2)NC1=S
 : 4	-1	5	1	-4	-4	-9	1	1
- COc1ccc(NC(=O)COC(=O)CCSc2ccccc2)cc1OC
 : -6	20	7	·	·	·	·	10	0
- COc1ccccc1CC(=O)Nc1ccc(Cl)cc1C(=O)O
 : 4	-7	7	-10	0	9	-4	2	10
- CCC(C(=O)N1CCc2ccccc2C1)n1nc(C)n2c(cc3occc32)c1=O (stereo not drawn)
 : -6	4	-1	1	2	-3	-1	6	0
- CCC(C)N(C(=O)CSc1nc(C)c(C)c(C)c1C#N)C1CCS(=O)(=O)C1 (stereo not drawn)
 : -4	-7	6	·	0	·	0	-2	-1
- CCOC(=O)C(CC)Sc1nnc2c3cc(C)ccc3n(C)c2n1 (stereo not drawn)
 : -3	5	1	4	2	-5	-5	4	0
- CCN(CC)CCCNC(=O)C1CCN(C(=O)c2oc3cc4sc(N(C)C)nc4cc3c2C)CC1
 : -4	1	-2	4	-1	-7	-4	-1	7
- Cc1ccc(N2CN(S(=O)(=O)c3cccc([N+](=O)[O-])c3)c3nc4ccccc4nc32)cc1
 : 2	-3	7	4	-2	-2	-1	0	-8
- Cn1nccc1C(=O)Nc1cccc(S(=O)(=O)N2CCOCC2)c1
 : -5	4	5	0	-5	4	1	5	2
- Cc1cccc(C(=O)Nc2cccc(C(=O)N/N=C/c3ccccn3)c2)c1
 : 5	3	7	-2	-6	4	1	7	1
- NC(=S)NC1CC2C=CC1C2 (stereo not drawn)
 : 3	7	4	3	-2	2	-5	2	0
- COc1cccc(C2NC(=O)CCC2[N+](=O)[O-])c1OC (stereo not drawn)
 : -6	-3	3	13	-2	8	-6	0	3
- O=C(CSC(=S)N1CCCC1)Nc1ncc(Cl)cc1Cl
 : 1	0	11	-1	0	0	1	2	6
- COc1ccccc1CCc1nnc(CCC(=O)NC(C)Cc2cccs2)o1 (stereo not drawn)
 : -2	3	1	-4	2	2	3	7	3
- O=C(O)c1cc(Cl)ccc1-c1ccc(/C=C/c2cc(C(F)(F)F)[nH]c(=O)n2)o1
 : 2	43*	-4	6	18*	-8	0	1	8
- CCC(CC)COC(=O)C1=C(C)NC(=O)NC1c1ccc(N(C)C)cc1 (stereo not drawn)
 : 2	15	4	4	1	-5	2	28*	4
- C/C(=N\Nc1nnc(C)c(=O)[nH]1)C(=O)O
 : -2	-3	12	-3	2	-1	2	3	4
- CCOc1ccc(-n2ccc(=O)c(C(=O)Nc3ccc(S(=O)(=O)N4CCOCC4)cc3)n2)cc1
 : -2	7	7	3	0	-6	-1	3	-1
- CCCOC(=O)c1ccc(Oc2coc3c(CN(CC)CC)c(O)ccc3c2=O)cc1
 : -7	4	-4	1	30*	4	-3	0	-10
- Cc1cccc(OCc2nnc(SCC(=O)Nc3ccc(C)c(C)c3)o2)c1
 : -5	2	5	-7	1	-5	-2	-1	-6
- COc1ccc(OC)c(NC(=O)CN(Cc2ccc(Cl)cc2)S(C)(=O)=O)c1
 : -14	-6	-2	3	1	4	-4	1	1
- CN(C)c1ccc(C(CNC(=O)c2cccs2)N(C)C)cc1 (stereo not drawn)
 : -1	1	-2	-4	1	2	5	3	-2
- C/C(=N\S(=O)(=O)c1ccc(C)cc1)N1CCCCC1
 : -4	4	10	-2	-3	1	-1	6	5
- CCOC(=O)c1c(CN(C)C)n(C)c2ccc(OC(C)=O)cc12
 : 0	5	0	0	-4	-7	-6	2	3
- O=C(CN1c2ccccc2S(=O)(=O)c2ccccc21)NCc1ccccc1
 : 4	-8	-4	-1	2	1	10	-2	-9
- COc1ccccc1Nc1ccc(C(=O)NC2CCCCC2)cn1
 : 1	-3	7	-3	1	7	-7	1	4
- O=C(Nc1ccc(OC(=O)c2ccccc2)c(-c2nc3ccccc3s2)c1)c1ccccc1
 : -2	1	-8	-23	-2	-23	-3	-8	-15
- Fc1ccc(C2=NN(c3ccccc3)C(c3ccco3)C2)cc1 (stereo not drawn)
 : -7	4	6	7	4	3	4	8	9
- Clc1cccc(Cl)c1COn1nnc2ccccc21
 : 3	-2	-1	2	4	4	-4	-2	3
- Cc1cccc(C(=O)NCC(=O)OCc2nnc(-c3ccccc3)o2)c1
 : -2	1	6	-1	-2	-1	4	0	11
- CCOc1ccc(Nc2oc(-c3cccc(Cl)c3)nc2C#N)cc1
 : -3	1	-1	-1	-3	6	-2	-2	1
- CC(=O)N1CCN(c2ccc(NC(=O)c3ccco3)cc2Cl)CC1
 : -4	1	0	2	3	1	1	-4	1
- COCCCNC(=O)c1sc2ncnc(N3CCc4ccccc4C3)c2c1C
 : 1	9	14	-2	-4	11	10	2	-5
- O=C(COC(=O)c1cc(=O)[nH]c2ccccc12)Nc1cccc(S(=O)(=O)N2CCOCC2)c1
 : 1	1	4	1	1	-2	6	4	0
- CCN(CCn1cccn1)C(=O)c1cc(COc2ccc(F)cc2Cl)on1
 : -3	-1	8	0	1	9	2	4	-1
- CC(C)c1ccc(NC(=O)Cc2ccc(NC3=NC4CS(=O)(=O)CC4S3)cc2)cc1 (stereo not drawn)
 : 0	8	-1	-2	0	-4	-1	2	9
- COc1ccc(C(CC(=O)O)N2Cc3ccccc3C2=O)cc1 (stereo not drawn)
 : -2	6	5	-3	7	5	-3	-2	-4
- CN(C)CCN(Cc1ccccc1)S(=O)(=O)c1ccc2c(c1)n(C)c(=O)c(=O)n2C
 : -2	7	2	4	5	8	0	4	-10
- Cc1ccc(N/C=C/c2onc(C)c2[N+](=O)[O-])cc1
 : 1	3	-2	1	-1	11	7	-5	-4
- OC(COC(c1ccccc1)c1ccccc1)CN1CCN(c2cccc(Cl)c2)CC1 (stereo not drawn)
 : 1	5	8	5	0	4	4	-1	-8
- O=C(NCc1nc2ccccc2[nH]1)c1ccc([N+](=O)[O-])cc1
 : -3	1	10	-1	6	9	4	5	-3
- Cn1nccc1NC(=O)Nc1ccc(Cl)cc1
 : 2	3	-1	3	0	-6	5	-2	-7

2 entries drawn at random from the list so far:
Value order – PAD4 inh	pPAFAH inh	PAFAH1B3 inh	Fam108B counter	LYPLA1 counter	GSTO1 inh	PME-1 primary	PAFAH1B2 inh	PAFAH2 FP inh
- COCCCNC(=O)c1sc2ncnc(N3CCc4ccccc4C3)c2c1C
 : 1	9	14	-2	-4	11	10	2	-5
- CCOC(=O)CN1NC2(CCCCCCC2)NC1=S
 : 4	-1	5	1	-4	-4	-9	1	1

Screening data from PubChem BioAssay.
